From PubChem
Rab9 promoter act = qHTS Assay for Rab9 Promoter Activators. AID 485297, 2010. Huh7 Rab9 promoter-luciferase reporter, luminescence, 24 h. 320,000 compounds, 2.8% hits. Potency, µM (doses to about 9.22 µM), for the others: at the top dose activation, negative = inhibition, actives largely listed as activators; also: potency is read from the fitted curve at half-maximal effect; % of control where 0% means no effect; nearly all actives have a fitted effect of over 60% in size
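Promoter activation is measured as luciferase luminescence in Huh7 cells stably transfected with a Rab9 promoter–luciferase construct, following 24 h compound exposure at 37 °C and 10 min reagent incubation at ambient temperature.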
TRPV1 ag = HTS Assay for Compounds that Act as Agonists of the Vanilloid Receptor 1. 320,000 compounds, 0.19% hits. TRPV1-expressing cells, Fluo-8 calcium influx, agonist mode. activation, % at 8.33 µM; in the data active = activation above about 80%; inconclusive = between about 30% and that limit; also: 0% is about no effect
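Cells expressing TRPV1 were dye-loaded with Fluo-8 and read kinetically: 10 s baseline, 3 min after compound (agonist portion), then 2 min after EC20 capsaicin (allosteric enhancer portion). Calcium-bound dye fluorescence at 480/520 nm.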
BRCA1 expr up = qHTS Assay to Identify Small Molecule Activators of BRCA1 Expression | Potency, µM (top dose mostly 46.1 µM), inactives show top-dose activation, most hits filed as activators | 380,000 compounds, 1.1% hits | AID 624202, 2012 | MCF7-BRCA1-FFLuc reporter, luminescence, 48 h; response scale: scaled: vehicle 0%, 10 µM genistein 100%; also: potency is read from the fitted curve at half-maximal effect; nearly all actives have a fitted effect of over 80% in size; some results filed as inactive show a strong effect at the top dose
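Using MCF7 cells harboring a BRCA1 firefly luciferase reporter, plated 2 h before compound pinning, the screen measured luminescence after 48 h incubation. Responses were normalized to DMSO and 10 microM genistein, then fitted for concentration-effect.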
NPC1 promoter act = qHTS Assay for NPC1 Promoter Activators | Potency, µM (series often up to 9.22 µM), for the others: at the highest dose activation, usual class: activators | Huh7 NPC1 promoter luciferase reporter, 24 h | 320,000 compounds, 2.4% hits;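 also: potency is read from the fitted curve at half-maximal effect; % of control where 0% means no effect; nearly all actives have a fitted effect of over 60% in size; reporter is driven by a mutant NPC1 promoter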
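Luminescence from an NPC1 promoter-driven luciferase reporter in stably transfected Huh7 cells was measured after 24 h compound treatment at 37 °C, followed by 10 min ambient incubation with luciferase detection reagent.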
RORgamma inh = qHTS for inhibitors of ROR gamma transcriptional activity; AID 2551, 2010; Potency, µM (top dose mostly 53.6 µM), for inactives: at the highest dose activity change, negative = inhibition, most hits filed as inhibitors; 310,000 compounds, 5.4% hits; Drosophila S2 Gal4-RORgamma UAS-luciferase reporter, 20 h; also: potency is read from the fitted curve at half-maximal effect; % is scaled to controls: 0 for no effect and ±100 for the full control effect; nearly all actives have a fitted effect of over 60% in size
Target sequence (P51450 whole entry, looked up, the tested form may be a part): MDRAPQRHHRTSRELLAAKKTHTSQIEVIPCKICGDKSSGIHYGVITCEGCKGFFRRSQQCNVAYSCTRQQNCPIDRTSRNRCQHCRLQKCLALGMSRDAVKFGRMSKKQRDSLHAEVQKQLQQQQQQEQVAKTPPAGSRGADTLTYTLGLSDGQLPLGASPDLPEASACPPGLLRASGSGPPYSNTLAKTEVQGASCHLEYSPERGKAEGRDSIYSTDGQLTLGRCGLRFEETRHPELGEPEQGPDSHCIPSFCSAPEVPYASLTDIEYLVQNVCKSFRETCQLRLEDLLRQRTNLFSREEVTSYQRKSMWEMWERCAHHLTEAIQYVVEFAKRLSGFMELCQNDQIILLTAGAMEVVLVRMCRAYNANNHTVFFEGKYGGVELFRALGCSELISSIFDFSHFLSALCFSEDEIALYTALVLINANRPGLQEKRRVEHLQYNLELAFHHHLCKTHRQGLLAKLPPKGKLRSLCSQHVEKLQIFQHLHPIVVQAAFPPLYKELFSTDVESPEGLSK
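Using a luciferase readout, inhibitors were identified by reduced reporter activity in Drosophila cells coexpressing a copper-inducible Gal4–ROR gamma fusion and UAS-driven Photinus luciferase, incubated 20 hr after 700 uM copper sulfate.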
ELG1 DNA repair = qHTS screen for small molecules that inhibit ELG1-dependent DNA repair in human embryonic kidney (HEK293T) cells expressing luciferase-tagged ELG1; Potency, µM (top dose mostly 46.1 µM), inactives show top-dose activity change, negative = inhibition, hits mostly inhibitors; HEK293T ELG1-luciferase reporter, luminescence, 16 h; DNA damage induced by 5-fluorouridine; 330,000 compounds, 2.3% hits; also: potency is read from the fitted curve at half-maximal effect; % is scaled to controls: 0 for no effect and ±100 for the full control effect; nearly all actives have a fitted effect of over 55% in size
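DMSO vehicle served as the neutral condition. Each well held 2,000 cells given 5-fluorouridine plus compound; after 16 hr at 37 °C/5% CO2, ONE-Glo was added and luciferase measured 30 min later.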
ELG1 genotoxic = qHTS screen for small molecules that induce genotoxicity in human embryonic kidney (HEK293T) cells expressing luciferase-tagged ELG1; HEK293T ELG1-luciferase reporter, luminescence, 16 h; Potency, µM (top dose mostly 46 µM), inactives show at the top dose activity change, positive = activation, usual class: activators; 330,000 compounds, 1.3% hits; AID 504466, 2011; also: potency is read from the fitted curve at half-maximal effect; % of control where 0% means no effect; nearly all actives have a fitted effect of over 60% in size
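16 hr compound incubation (37 °C, 5% CO2) of HEK293T cells carrying luciferase-tagged ELG1; luciferase then measured by ONE-Glo luminescence after 30 min at RT.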
Gal4-VP16 FLuc = VP16 counterscreen qHTS for inhibitors of ROR gamma transcriptional activity | Potency, µM (top dose mostly 53.6 µM), inactives show at the top dose activity, negative = inhibition, actives largely listed as inhibitors | Drosophila S2 Gal4-VP16 UAS-luciferase, luminescence, 20 h | 310,000 compounds, 3.5% hits | AID 2546, 2010;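 also: Gal4-VP16 expression switched on by copper sulfate through the metallothionein promoter; potency is read from the fitted curve at half-maximal effect; % is scaled to controls: 0 for no effect and ±100 for the full control effect; nearly all actives have a fitted effect of over 50% in size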
Tb PFK block = qHTS Assay to Find Inhibitors of T. brucei phosphofructokinase; Potency, µM (titrated, usually from 57.5 µM), inactives show at the highest dose activity, negative = inhibition, usual class: inhibitors; T. brucei PFK, ADP-Glo luminescence; ATP-dependent 6-phosphofructokinase (Trypanosoma brucei brucei), O15648; 330,000 compounds, 0.17% hits;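 also: potency is read from the fitted curve at half-maximal effect; 0% = uninhibited 1x PFK enzyme wells and -100% = no-enzyme wells; nearly all actives have a fitted effect of over 60% in size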
Target sequence (O15648 whole entry, looked up): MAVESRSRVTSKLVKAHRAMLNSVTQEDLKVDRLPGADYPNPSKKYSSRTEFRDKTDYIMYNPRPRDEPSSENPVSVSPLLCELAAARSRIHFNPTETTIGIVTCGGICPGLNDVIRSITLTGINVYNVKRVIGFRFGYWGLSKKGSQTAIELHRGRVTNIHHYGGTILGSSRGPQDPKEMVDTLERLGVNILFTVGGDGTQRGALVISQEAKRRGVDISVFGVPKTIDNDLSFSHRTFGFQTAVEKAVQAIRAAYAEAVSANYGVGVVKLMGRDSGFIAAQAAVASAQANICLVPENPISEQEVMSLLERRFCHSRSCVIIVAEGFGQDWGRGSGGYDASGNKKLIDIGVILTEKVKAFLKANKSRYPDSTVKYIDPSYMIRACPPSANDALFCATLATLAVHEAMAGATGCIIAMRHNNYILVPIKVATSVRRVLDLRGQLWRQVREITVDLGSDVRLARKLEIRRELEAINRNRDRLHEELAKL
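1.25 nM PFK with 0.5 mM F6P and 0.1 mM ATP in 0.1 M TEA pH 8.0, 5 mM MgCl2, incubated 45 min at room temperature; ADP measured by ADP-Glo luminescence; compounds titrated up to 57 uM.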
p53 reactivation = qHTS assay for re-activators of p53 using a Luc reporter; H1299 p53-A138V BP100-luciferase reporter, luminescence, 24 h; 320,000 compounds, 0.063% hits; Potency, µM (highest dose often 92.2 µM), without a hit: at the top dose activity change, positive = activation, usual class: activators; also: potency is read from the fitted curve at half-maximal effect; % of control where 0% means no effect; nearly all actives have a fitted effect of over 45% in size
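H1299 (p53-null), stable ts p53-A138V + BP100-Luc; 1000 cells/well, Opti-MEM/10% FBS; cpd 4 pt, 1:5; 24 h, 37 deg C, 5% CO2; detection reagent 10 min RT; luminescence.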
FLuc counter = qHTS profiling assay for firefly luciferase inhibitor/activator using purifed enzyme and Km concentrations of substrates (counterscreen for miR-21 project) | Luciferin 4-monooxygenase (Photinus pyralis), P08659 | purified FLuc, Km substrates, luminescence inhibition | Potency, µM (doses to about 57.5 µM), for inactives: top-dose activity change, negative = inhibition, most hits filed as inhibitors | 360,000 compounds, 6.9% hits | AID 588342, 2011;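 also: potency is read from the fitted curve at half-maximal effect; plate controls were vehicle for no effect and reference inhibitor for full effect; nearly all actives have a fitted effect of over 55% in size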
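Purified P. pyralis luciferase (10nM final) with 10uM D-luciferin and 10uM ATP (Km levels) in 50mM Tris acetate pH 7.5, 10mM Mg acetate, 0.01% Tween-20, 0.05% BSA; qHTS 6-point titration, ~60 µM downward; luminescence read.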
* = called active by the depositor; ? = inconclusive; . = no result given; & = joins results of further samples; [ ] = dose if it differs, or a comment. Unless noted, calls follow the shape of the dose curve; as a rule, active = well fitted curve in the direction sought with a large enough effect; inconclusive = small, poorly fitted or top-dose-only effect, or another doubt; inactive = no such curve, though single readings can be large; an effect the other way counts as inactive or inconclusive.

SMILES	Rab9 promoter act	TRPV1 ag	BRCA1 expr up	NPC1 promoter act	RORgamma inh	ELG1 DNA repair	ELG1 genotoxic	Gal4-VP16 FLuc	Tb PFK block	p53 reactivation	FLuc counter
CC(C)CC(c1nnnn1C(C)C)N1CCN(c2ccccc2)CC1 (configuration not stated)	-3%	1	-5%	1%	4%	-11%	0%	-3%	1%	-7%	0%
COc1cc(NC(=O)CN2CCCCCC2)cc(OC)c1	-1%	13	-8%	4%	-6%	3%	4%	1%	-5%	-6%	-5%
O=C(CN1C(=O)S/C(=C/c2cc(Br)cs2)C1=O)N1CCOCC1	2%	6	10%	-3%	1%	3%	-1%	2%	-3%	-3%	-2%
CCC(=O)N1CCc2cc(S(=O)(=O)NCCCN(CC)Cc3ccccc3)ccc21	-4%	0	-22%	0%	?	-15%	5%	14%	-3%	-3%	3%
c1ccc(-c2cnnc(N3CCCCC3)n2)cc1	1.4µM*	?	7.9µM*	2.5µM*	29%[10 µM]	?	?	8%	1%	?	11µM*
Cc1cc(NC(=O)CSc2nc(C(C)C)nc3sc4c(c23)CCCC4)no1	7%	-3	-50%	0%	-1%	14%	16%	?	0%	-5%	-1%
CCOC(=O)c1c(C)[nH]c(C(=O)CN2CC(C)OC(C)C2)c1C (configuration not stated)	3%	0	-4%	-1%	-29%	-11%	-1%	3%	2%	7%	3%
COc1ccccc1C(C)NC(=O)CCOc1cccc(C)c1 (configuration not stated)	8%	?	2%	1%	-2%	?	-5%	2%	-9%	-3%	-8%
CCCCN(C(=O)c1cc2c(s1)CCC2)c1c(N)n(CC(C)C)c(=O)[nH]c1=O	-2%	0	-3%	-1%	.	15%	-2%	.	-19%	-3%	6%
C[C@H](NC(=O)[C@@H]1Cc2ccccc2CN1C(=O)OC(C)(C)C)C(=O)NC1CCCCC1	0%	7	-12%	-3%	2%	0%	3%	2%	-1%	-5%	0%
CCn1c(CCNC(=O)c2ccc(OC)cc2)nnc1SCc1ccc(Cl)cc1Cl	-2%	7	-57%	-5%	0%	?	-7%	-14%	3%	-1%	4%
O=C(c1ccc(COc2c(F)c(F)cc(F)c2F)o1)N1CCN(c2ccc(Cl)cc2)CC1	-14%	11	-32%	-13%	-23%	?	-13%	-3%	3%	0%	-1%
CC(C)NC(=O)N(C)C[C@H]1Oc2ccc(NC(=O)Cc3ccccc3)cc2C(=O)N([C@H](C)CO)C[C@@H]1C	.	.	6%	.	.	16%	3%	.	-6%	8%	.
Clc1cccc(CNCC2CCCO2)c1Cl (configuration not stated)	3%	1	0%	-3%	-1%	5%	3%	-4%	-3%	26%	2%
CN(Cc1ccc(F)cc1)C(=O)CCc1nnc(-c2ccccc2)o1	?	13	14µM*	?	24%	?	?	5%	-7%	10%	17µM*
CCC1CN(C(=O)NCc2ccc(F)cc2)c2cc(C)ccc2O1 (configuration not stated)	-4%	?	-18%	-3%	10%	-6%	-1%	-5%	0%	-2%	-3%&6%
C=CCC[C@@H](Cc1ccc(F)cc1)C(=O)OC[C@@H](Cc1c[nH]c2ccccc12)NC(=O)[C@@H](CC=C)CC(=O)N[C@H](CO)Cc1ccccc1	.	.	-1%	.	.	-8%	-2%	.	4%	1%	.
COc1cc2sc(-c3ccc(S(C)(=O)=O)cc3)c(C#CCO)c2cc1OC	.	.	-20%	.	.	0%	1%	.	-5%	-7%	.
O=c1[nH]c2ccc(S(=O)(=O)Nc3ccc(Br)cc3)cc2[nH]1	-2%	1	-19%	-3%	15%	12%	1%[9.26 µM]	-3%	-12%	-10%	4%
O=C(Nc1cccc(Cl)c1)Nc1nnc(CC2=CCCCC2)s1	-1%	0	-16%	2%	?	?	0%	?	-4%	8%	-4%
CCCCN=C1C([N+](=O)[O-])=CC=C2C1=NC1(CCCCC1)N2O	-4%	0	8%	0%	-3%	19%	3%	3%	-4%	16%	-11%
COc1ccc(OC)c(S(=O)(=O)NCCOC23CC4CC(CC(C4)C2)C3)c1	-11%	16	-19%	0%	2%	-9%	-1%	1%	0%	-10%	5%
CN(C)S(=O)(=O)c1cccc(NC(=O)c2cccc(N3C(=O)CCC3=O)c2)c1	-3%	-1	-18%	-3%	.	?	0%	.	-4%	3%	2%
COc1ccc(C)cc1N(CC(=O)Nc1ccc(S(=O)(=O)N2CCCC2)cc1)S(C)(=O)=O	3%	0	-22%	-4%	3%	-22%	-1%	5%	1%	-5%	2%
N#CC1=C(N)OC2=C(CC/C2=C\c2ccc(F)cc2)C1c1ccc(F)cc1 (configuration not stated)	-4%	15	.	-3%	2%	9%	3%	-6%	-2%	-11%	1%
Carrying on.
SMILES	Rab9 promoter act	TRPV1 ag	BRCA1 expr up	NPC1 promoter act	RORgamma inh	ELG1 DNA repair	ELG1 genotoxic	Gal4-VP16 FLuc	Tb PFK block	p53 reactivation	FLuc counter
CCS(=O)(=O)N1CCC(C(=O)Nc2ccc3c(c2)CCC3)CC1	3%	7	?	-4%	24%	-1%	-11%	-4%	2%	-4%	0%
O=C(NCCS(=O)(=O)N1CCN(c2ccccc2F)CC1)c1cc(=O)c2ccccc2o1	-5%	0	0%	-4%	-4%	1%	8%	-2%	0%	1%	2%&-5%
CCc1cc2c(=O)[nH]c(-c3ccncc3)nc2s1	0%	-1	16%	-2%	?	12%	6%	-3%	1%	6%	?
CC(=O)c1cccc(NC(=O)NCCc2c[nH]c3ccccc23)c1	-2%	-5	0%	3%	?	?	-16%	-8%	0%	0%	-19%
CCCCN(C)C(=O)Cn1nc(-c2ccc(Cl)cc2)ccc1=O	-9%	7	-10%	10%	-18%	2%	-2%	-4%	19%	-3%	4%
Cc1c(/C=N/NC(=O)c2cccnc2)c2ccccc2n1Cc1ccccc1	-16%	6	-57%	-9%	1%	?	3%	-12%	2%	1%	-5%
O=C(CC(c1ccccc1)c1ccccc1)Nc1ncn[nH]1	0%	1	-6%	0%	-29%	-7%	0%	9%	1%	-5%	-1%
O=C1CC(Nc2ccc(N3CCOCC3)cc2)C(=O)N1c1ccccc1 (configuration not stated)	2%	-1	-6%	-1%	40%	4%	3%	7%	2%	-4%	6%
Cc1csc(=O)n1CCC(=O)OCc1nnc(-c2ccccc2)o1	-2%	1	93%	-3%	.	23%	6%	.	1%	14%	-13%
O=C(NCc1ccccc1F)C1CCCN(C(=O)Nc2ccccc2)C1 (configuration not stated)	8%	0	10%	16%	-10%	-21%	8%	25%	5%	4%	-1%
CC(C)c1ccc(CN2CCN(C(=O)CSc3nnnn3C3CC3)CC2)cc1	-22%	18	-19%	-18%	.	7%	-2%	.	-4%	2%	13%
CC1=C(C(=O)OCC2CCCO2)C(c2ccccc2OC(C)C)C2=C(CC(c3ccco3)CC2=O)N1 (configuration not stated)	-6%	3	-10%	-1%	1%[0.365 µM]	-5%	4%	.	-7%	4%	-2%
CC1CCCN(CC(O)COCC2COc3ccccc3O2)C1 (configuration not stated)	-8%	6	-10%	-1%	?	-2%	-2%	-10%	5%	-2%	7%
O=C(CCS(=O)(=O)c1ccc(Br)cc1)N1CCN(c2ccccc2F)CC1	-2%	26	-2%	-2%	-4%	-16%	-3%	12%	4%	3%	-1%
CCOc1cc(Cl)c(NC(=O)c2ccco2)cc1OCC	-1%	3	-16%	-2%	10%	-7%	-5%	-6%	-5%	1%	0%
CCC(Sc1nnc(-c2ccco2)n1C)C(=O)Nc1nnc(C)s1 (configuration not stated)	-7%	0	-15%	-3%	8%	5%	3%	-1%	1%	1%	-1%
CS(=O)(=O)N1CCCC(C(=O)NCCc2ccc(Cl)cc2)C1 (configuration not stated)	-2%	-8	0%	-1%	-2%	3%	-3%	-10%	-6%	?	0%
COc1ccc(-c2cccc(NS(=O)(=O)c3cc([N+](=O)[O-])ccc3Cl)c2)nn1	2%	1	-23%	0%	.	4%	0%	.	-1%	13%	-15%
COc1ccc(C(=O)C(C)Oc2cccc(NC(=O)c3cccc([N+](=O)[O-])c3)c2)cc1 (configuration not stated)	1%	-6	-36%	0%	?	15µM*	-2%	-16%	-1%	-6%	-8%
